Source: PubChem BioAssay
APJ antagonist: APJ receptor antagonism | 330,000 tested, 0.32% active | inhibition, % at 20 µM | CHO-K1 APJ beta-arrestin complementation, luminescence;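 active = inhibition above about 40% at 20 µM, limit read from the data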;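 note: cells challenged with 10 nM apelin-13 agonist together with compound; plate controls were apelin-13 plus DMSO wells for no effect and DMSO wells lacking apelin-13 for full effect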
APJ ag: agonists of human APJ apelin receptor | 330,000 tested, 0.11% active | activation, % at 20 µM | CHO-K1 APJ PathHunter beta-arrestin, luminescence; 0% DMSO wells, 100% apelin;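 active = activation more than six SD over the plate average, tested at 20 µM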;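 note: 0% = DMSO alone and 100% = apelin-13 at 10 nM; some results filed as inactive read as strong as hits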
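Incubation: overnight seeding, 90 min compound at 25 °C, 1 h detection; test system: PathHunter CHO-K1 APJ (AGTRL-1) beta-arrestin reporter cells; amount: 1000 cells/well; doses: one dose, 20 µM compound, 1% DMSO; measured by: beta-gal luminescence; measure: agonist-driven arrestin binding to APJ; benchmarks: negative DMSO alone, positive Apelin-13 at 10 nM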
TIM10 inh: growth inhibitors of TIM10 yeast strain | S. cerevisiae TIM10 strain growth, BacTiter-Glo luminescence, 24 h | inhibition, % at 10 µM | 330,000 tested, 1.4% active | AID 463195;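 active = inhibition of 40% or more at the single tested concentration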;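 note: wild-type TIM10 isogenic control strain grown at permissive 25 °C; 0% = DMSO yeast wells and 100% = minimal medium wells without yeast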
CHOP UPR activ: apoptotic UPR (CHOP) activation | 330,000 tested, 0.34% active | activation, % at 10 µM | AID 449763 | CHO-CHOP luciferase reporter, luminescence; percent of tunicamycin response over DMSO baseline;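 active = at 10 µM dose, activation of 40% or more, normalized to positive control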;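 note: 100% = tunicamycin at 10 µg/mL and 0% = DMSO alone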
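System: CHO CHOP reporter cells. Amount: 500 cells per well. Buffer or medium: F12 medium, 10% FBS. Compound dosing: one dose, 10 µM in 0.5% DMSO. Incubation: 6 h compound exposure at 37 °C after overnight seeding. Technique: Steady-Glo luciferase luminescence. Benchmarks: tunicamycin and DMSO controls.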
UPR XBP1 act: activators of adaptive arm of unfolded protein response (XBP1) | CHO-XBP1 luciferase reporter, IRE1-XBP1 UPR activation, luminescence; percent of tunicamycin response, DMSO as zero | activation, % at 20 µM | 330,000 tested, 0.33% active;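 active = versus positive control, 20 µM dose yields 30% or more activation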;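 note: 100% = tunicamycin at 10 µg/mL and 0% = DMSO only wells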
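Material: CHO cell line with stable XBP1 luciferase reporter; schedule: 16-18 h cell attachment at 37 °C, then 6 h compound exposure; signal: glow luminescence from Steady-Glo reagent; medium: serum-containing F12 medium, 10% FBS; benchmarks: tunicamycin 10 µg/mL and vehicle-only wells; read-out: percent activation relative to tunicamycin reference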
Mdm2 MdmX PPI: disrupts the human Mdm2-MdmX interaction. AID 485346. inhibition, % at 8 µM. SaOS-2 split-luciferase Mdm2/MdmX complementation, luminescence. 330,000 tested, 3% active;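 active = inhibition of at least 50% at 8 µM in the primary screen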
Target sequence (O15151 whole entry, looked up): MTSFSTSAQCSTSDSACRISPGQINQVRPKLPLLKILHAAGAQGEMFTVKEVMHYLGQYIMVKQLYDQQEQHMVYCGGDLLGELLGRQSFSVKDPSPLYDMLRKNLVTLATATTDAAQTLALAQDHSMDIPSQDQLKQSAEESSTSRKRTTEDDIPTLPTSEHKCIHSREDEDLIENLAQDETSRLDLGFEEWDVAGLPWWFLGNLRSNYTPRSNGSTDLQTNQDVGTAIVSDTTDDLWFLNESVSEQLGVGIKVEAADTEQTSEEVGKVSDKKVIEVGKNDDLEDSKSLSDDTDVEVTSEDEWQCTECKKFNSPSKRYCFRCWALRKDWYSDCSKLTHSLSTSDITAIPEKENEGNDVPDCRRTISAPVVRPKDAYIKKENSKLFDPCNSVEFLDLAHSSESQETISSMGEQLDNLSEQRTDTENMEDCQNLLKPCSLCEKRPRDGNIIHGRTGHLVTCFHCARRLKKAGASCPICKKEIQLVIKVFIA
Target sequence (Q00987 whole entry, looked up): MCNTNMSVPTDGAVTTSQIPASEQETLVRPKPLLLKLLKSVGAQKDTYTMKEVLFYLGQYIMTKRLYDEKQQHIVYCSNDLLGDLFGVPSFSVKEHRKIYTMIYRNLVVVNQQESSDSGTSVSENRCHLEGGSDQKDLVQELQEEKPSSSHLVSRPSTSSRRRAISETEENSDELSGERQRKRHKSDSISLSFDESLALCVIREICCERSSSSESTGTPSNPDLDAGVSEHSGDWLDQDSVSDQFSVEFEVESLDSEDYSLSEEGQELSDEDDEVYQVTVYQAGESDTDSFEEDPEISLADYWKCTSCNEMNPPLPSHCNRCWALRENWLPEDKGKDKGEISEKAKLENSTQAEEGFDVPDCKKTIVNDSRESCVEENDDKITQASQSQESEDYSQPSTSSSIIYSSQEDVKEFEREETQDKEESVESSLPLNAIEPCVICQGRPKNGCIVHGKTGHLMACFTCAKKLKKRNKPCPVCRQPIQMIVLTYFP
tim10-1 inh: tim10-1 yeast growth inhibition | S. cerevisiae tim10-1 ts strain growth, BacTiter-Glo, 24 h | AID 463190 | 330,000 tested, 2.2% active | inhibition, % at 20 µM;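 active = inhibition of at least 40%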;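 note: mutant grown at 25 °C; 0% = DMSO wells with yeast and 100% = wells holding no yeast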
CXCR6 inh: CXCR6 (human) receptor inhibition. O00574. CHO-K1 PathHunter CXCR6 beta-arrestin, luminescence. inhibition, % at 20 µM. 360,000 tested, 0.36% active. AID 602244; in the data active = inhibition above about 34%, passing the limit was not always enough;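 note: antagonist mode with CXCL16 agonist at 10 nM final; 0% = 10 nM CXCL16 with DMSO and 100% = unstimulated wells without agonist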
tim23-1 inh: inhibits growth of tim23-1 mutant yeast; inhibition, % at 20 µM; S. cerevisiae tim23-1 growth, BacTiter-Glo luminescence, 24 h; 330,000 tested, 1.3% active; AID 463212;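 active = growth inhibition of the mutant yeast at or above 50%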;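 note: temperature-sensitive mutant grown at 25 °C; plate controls were DMSO-treated mutant yeast for no effect and medium wells lacking yeast for full effect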
An asterisk follows results filed as active; / = no result given.

SMILES	APJ antagonist	APJ ag	TIM10 inh	CHOP UPR activ	UPR XBP1 act	Mdm2 MdmX PPI	tim10-1 inh	CXCR6 inh	tim23-1 inh
CC1Cc2cc(/C(O)=C3\C(=O)C(=O)N(CCN4CCOCC4)C3c3ccccc3F)ccc2O1 (stereo unspecified)	0	-4	-2	-0.8	2	7	2	8	-10
CCOc1cc(NC(=S)NCCCN2CCOCC2)c(OCC)cc1NC(=O)c1ccccc1C	4	1	12	0.6	1	-27	0	3	12
ClC1CCCCC1n1nnc2ccccc21 (stereo unspecified)	-3	0	6	-2.5	-2	-6	-13	-1	-1
CC(=O)c1c(N2CCCC2)[nH]c(-c2ccccc2)nc1=S	19	-5	26	1.4	3	-14	25	17	5
O=C(Cc1ccc(Br)cc1)Nc1nc2ccccc2[nH]1	-6	-3	-9	2.2	-2	-4	2	7	-7
CC(=O)c1c(C)[nH]c(C(=O)OCC(=O)Nc2ccc3c(c2)OCCO3)c1C	-4	-2	3	1.0	-4	30	12	-8	17
CCOC(=O)/C(=C\Nc1ccccc1C(F)(F)F)Sc1ncc(C(F)(F)F)cc1Cl	-8	2	11	-0.3	-2	-3	13	-3	7
O=C1OCCN1C(=O)[C@H]1[C@H](c2ccc([N+](=O)[O-])cc2)C(c2cccc(Cl)c2)=NN1c1ccc(Br)cc1	/	/	7	2.7	0	36	14	7	27
Cc1ccc(C2=Nc3ccccc3N=C(c3ccco3)C2)c(O)c1	-22	-2	-21	-3.7	-7	27	-4	15	-20
Cc1ccc(-n2nc3c(=O)n(CC(=O)NC4CCCCC4)nc(C)c3c2C)cc1	10	-2	10	0.7	-1	5	10	0	7
Cc1cc(C)cc(NC2=CC(=O)CC(c3ccco3)C2)c1 (stereo unspecified)	8	-2	-6	2.4	-1	6	6	3	5
O=C(c1ccc(F)cc1)N1CCN(S(=O)(=O)c2ccc(Br)cc2)CC1	2	2	-5	0.5	-3	-7	15	-11	13
COCC1CCCCN1Cc1cn[nH]c1-c1ccc(OC)cc1OC (stereo unspecified)	-11	-1	-4	-1.5	-2	45	1	1	0
Nc1ccc(CCn2ccnc2)cc1	11	2	-5	0.0	-2	-5	-16	-18	-24
O=C(c1ccc(OC2CCN(C(=O)c3cccnc3)CC2)cc1)N1CCCCCC1	6	-1	1	-1.4	-3	-4	24	4	8
C=CCC[C@@H](Cc1ccc(F)cc1)C(=O)OCCNC(=O)[C@@H](CC=C)CC(=O)N[C@@H](CO)Cc1ccccc1	6	-4	1	1.6	-2	-1	-1	11	0
CCOc1ccc(NS(=O)(=O)CC23CCC(CC2=O)C3(C)C)cc1 (stereo unspecified)	13	0	17	-1.0	1	-13	20	-11	32
CC1(C)Cc2ccccc2-c2c1c(=O)n(Cc1ccccc1)c1nnnn21	-5	10	14	-1.4	-1	19	26	7	21
Cn1ccc(C(=O)N2CCCc3ccccc32)n1	5	0	0	-0.9	-4	35	12	2	-5
CCCCNC(=O)c1c[nH]c2ccc(S(=O)(=O)N3CCOCC3)cc2c1=O	-8	-2	8	1.4	0	-13	7	-12	11
O=C(c1cccc(F)c1)N1C2C=CC(C2)C1(C(F)(F)F)C(F)(F)F (stereo unspecified)	0	-2	-20	0.6	-1	8	17	-5	8
O=C(Nc1ccc(F)cc1)c1ccc(CSc2ccccc2)o1	1	-2	-21	-0.3	4	-9	15	-10	-9
COC(=O)C1=C(C)N(c2cc(C)cc(C)c2)/C(=C/c2ccc(O)cc2)C1=O	16	-5	25	-0.1	0	37	39	12	22
CC(C)(C)c1ccc(S(=O)(=O)N2C=CC(C(F)(F)F)=NCC2)cc1	-4	-5	3	0.7	-2	10	40	-4	9
CC1C(=O)Nc2ccc(S(=O)(=O)Nc3ccccc3Br)cc2NC1=O (stereo unspecified)	4	-3	-4	-0.3	-2	7	4	-4	7
CCN1CCN(C(=O)CS(=O)Cc2nc(-c3cccc(C)c3)oc2C)CC1 (stereo unspecified)	4	-4	-6	0.9	-3	27	20	5	4
CCCCn1c(N)c(N(CCOC)C(=O)c2cc3ccccc3cc2OC)c(=O)[nH]c1=O	-5	-2	-6	0.8	2	19	-7	-14	-3
COc1ccccc1C(=O)Nc1c(C)n(C)n(-c2ccccc2)c1=O	5	-3	-1	-1.6	0	-16	5	0	0
C=CCn1c(SCC(=O)c2ccc(Br)cc2)nnc1C(C)NC(=O)Cc1ccc(OC)cc1 (stereo unspecified)	-32	0	-9	-2.5	0	2	19	5	5
Cc1ccc2nc(N/N=C/c3ccccc3C#N)nc(-c3ccccc3)c2c1	13	-1	14	2.4	0	41	24	13	31

Three entries from above, ordered by formula weight, high to low.
SMILES	APJ antagonist	APJ ag	TIM10 inh	CHOP UPR activ	UPR XBP1 act	Mdm2 MdmX PPI	tim10-1 inh	CXCR6 inh	tim23-1 inh
C=CCC[C@@H](Cc1ccc(F)cc1)C(=O)OCCNC(=O)[C@@H](CC=C)CC(=O)N[C@@H](CO)Cc1ccccc1	6	-4	1	1.6	-2	-1	-1	11	0
CCCCn1c(N)c(N(CCOC)C(=O)c2cc3ccccc3cc2OC)c(=O)[nH]c1=O	-5	-2	-6	0.8	2	19	-7	-14	-3
CCCCNC(=O)c1c[nH]c2ccc(S(=O)(=O)N3CCOCC3)cc2c1=O	-8	-2	8	1.4	0	-13	7	-12	11

(further entries)
SMILES	APJ antagonist	APJ ag	TIM10 inh	CHOP UPR activ	UPR XBP1 act	Mdm2 MdmX PPI	tim10-1 inh	CXCR6 inh	tim23-1 inh
COc1ccccc1/C=C/C(=O)NC(=S)N1CCN(C)CC1	8	-2	-4	-1.7	-2	13	11	7	-4
O=C(CCN1C(=O)c2ccccc2C1=O)Nc1ccc(F)cc1F	0	-3	-13	-0.5	0	21	14	3	14
Cc1[nH]c2ccc(-c3n[nH]c(=S)n3-c3ccccc3)cc2c1C	-7	-1	6	-1.6	5	-3	-10	-14	4
O=S(=O)(NCCCSc1ccccc1)c1ccccc1F	18	0	5	1.0	4	-11	42*	0	48
CCOc1cc(C2NC(=O)NC(C)=C2C(C)=O)cc(Cl)c1OCC(=O)O (stereo unspecified)	3	-3	-6	0.1	-3	-13	-7	-2	-15
CCCC(CCC)C(=O)NNc1cc(=O)c2c(=O)n(C)c(=O)n(C)c2[nH]1	4	-6	2	-0.8	0	34	-10	-7	-9
CC(C)C(NS(=O)(=O)c1cccc(C(F)(F)F)c1)C(=O)NCc1cccs1 (stereo unspecified)	17	-4	11	-1.5	-1	-17	-1	3	-4
Cc1ccc(NS(=O)(=O)c2cc(Br)cnc2N)c(Cl)c1	15	7	7	0.5	-6	5	36	2	38
COc1ccc(C2CC(c3cccs3)=NN2C(=O)CN2CCCCC2)cc1 (stereo unspecified)	-4	-1	-19	0.7	1	0	-9	5	8
CC[C@@H]1[C@H]2CCCC(=O)N3CC[C@@H](C[C@@H]1OC(=O)NCc1ccccc1)[C@@H]23	16	-2	4	1.1	-1	-1	18	-13	9
COc1ccc(CNC(=O)C2CCC(CNS(=O)(=O)c3cccs3)CC2)cc1 (stereo unspecified)	11	-3	11	1.5	-3	24	-14	-5	5
Cc1cc(=O)oc2cc(Oc3ncccc3[N+](=O)[O-])ccc12	-8	0	-13	-1.7	-1	1	-8	-6	-5
COc1ccc2c(c1)[nH]c1c(=O)n(/N=C/c3ccc(OC)c(CN4CCCC4)c3)cnc12	-8	-1	8	-0.5	2	21	-3	0	24
CCCS(=O)(=O)N1CCC(C(=O)NCCC(C)C)CC1	-33	-3	11	2.5	1	5	9	-10	11
Cc1c(-c2ccccc2)oc2c(C(=O)OCC(=O)Nc3ccc(F)cc3)cccc2c1=O	5	-3	5	-0.1	4	30	26	4	10
O=C(Cc1ccccc1)N/N=C/c1ccc2cccc(O)c2n1	-24	-1	20	0.4	0	25	47*	2	48
c1ccc(CCn2c(SCc3ccccc3)nnc2-c2ccncc2)cc1	-2	7	25	-0.1	0	15	24	-2	9
C[C@H](CO)N1C[C@H](C)[C@@H](CN(C)S(=O)(=O)c2ccccc2)Oc2c(NS(=O)(=O)c3ccccc3)cccc2C1=O	-14	-2	3	-0.7	0	9	15	-1	25
O=C(Nc1nnc(-c2ccccc2Cl)s1)c1ccccc1F	-1	-1	4	4.5	-1	86*	-25	-9	-4
CCOC(=O)C1C(=O)C=C(c2cccc(NS(C)(=O)=O)c2)CC1c1ccco1 (stereo unspecified)	1	-3	8	-0.9	-1	17	16	10	10
CC1CCC2(CC1)NC(=O)N(CC(=O)Nc1cccc(S(=O)(=O)N3CCOCC3)c1)C2=O (stereo unspecified)	9	-5	4	-0.1	3	6	11	9	1
Cn1cc(CNCc2cnc3ccccn23)c(-c2ccc(Oc3ccccc3)cc2)n1	6	-1	4	-2.3	-1	29	23	-3	21
COn1c(C)c(C(C)=O)c2c3no[n+]([O-])c3ccc21	13	-2	-3	0.9	-1	17	5	3	17
CN(C)Cc1c(C(=O)N/N=C/C2CC=CCC2)nnn1-c1nonc1N (stereo unspecified)	6	0	5	-0.8	6	10	-5	2	5
CC(c1ccncc1)C(C)c1ccncc1 (stereo unspecified)	7	2	-23	-0.3	3	0	-20	-4	-28

Reprinted at random: five entries already listed.
SMILES	APJ antagonist	APJ ag	TIM10 inh	CHOP UPR activ	UPR XBP1 act	Mdm2 MdmX PPI	tim10-1 inh	CXCR6 inh	tim23-1 inh
O=C(c1ccc(F)cc1)N1CCN(S(=O)(=O)c2ccc(Br)cc2)CC1	2	2	-5	0.5	-3	-7	15	-11	13
CCOC(=O)C1C(=O)C=C(c2cccc(NS(C)(=O)=O)c2)CC1c1ccco1 (stereo unspecified)	1	-3	8	-0.9	-1	17	16	10	10
Cc1cc(=O)oc2cc(Oc3ncccc3[N+](=O)[O-])ccc12	-8	0	-13	-1.7	-1	1	-8	-6	-5
Cc1c(-c2ccccc2)oc2c(C(=O)OCC(=O)Nc3ccc(F)cc3)cccc2c1=O	5	-3	5	-0.1	4	30	26	4	10
O=C(Nc1nnc(-c2ccccc2Cl)s1)c1ccccc1F	-1	-1	4	4.5	-1	86*	-25	-9	-4

This is a subset. The share of hits here may be higher or lower than overall.
